High-throughput results (PubChem)
SARS 3CLpro inh: SARS-CoV 3CLpro protease inhibitors, primary screen, biochemical, quenched FRET; recombinant SARS-CoV 3CLpro, quenched FRET peptide cleavage; inhibition, % at 6 µM; 0.14% of 290,000 active; AID 1706, 2009; in the data active = inhibition above about 12%
MazEF act: activators of E. coli MazEF toxin-antitoxin RNase, primary screen, biochemical, fluorescence, uHTS; FAM/BHQ RNA-DNA oligo cleavage fluorescence, 5 h; 0.32% of 350,000 active; activation, % at 20 µM; in the data active = activation above about 50%
DUSP3 inh: VHR1 phosphatase inhibitors, primary screen, biochemical, absorbance, uHTS | Dual specificity protein phosphatase 3 (Homo sapiens), P51452 | recombinant VHR phosphatase, pNPP absorbance | inhibition, % at 13.3 µM | 0.52% of 290,000 active | AID 1654, 2009; in the data active = inhibition above about 50%; also: some compounds called inactive have numbers as strong as hits
PfHsp40 yeast: rescue of yeast from PfHsp40 toxicity, primary screen, S. cerevisiae, ATP luminescence; S. cerevisiae expressing PfHsp40, growth rescue; growth rescue, % at 12.5 µM; 0.68% of 340,000 active; AID 504582, 2011; in the data active = growth rescue above about 28%, passing the limit was not always enough;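 also: yeast W303a lacking pdr1 and pdr3 grown in galactose medium; growth measured after three days at 30 °C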
Vc quorum ag: inducers of Vibrio cholerae quorum light production without autoinducers, primary screen, BH1578 luxS cqsA deficient, single point. AID 588436, 2011. 0.16% of 350,000 active. V. cholerae BH1578 lux reporter, luminescence, 6 h. activation, % at 18.7 µM; in the data active = activation mostly above about 9.7%, no sharp cut-off; also: not every result past the cut was called active; inactives centre near 0; reference of the scale not given here
Rv3671c protease: Rv3671c serine protease inhibitors, primary screen, biochemical, fluorescence polarization, M. tuberculosis H37Rv | P9WHR9 | inhibition, % at 5.96 µM | 0.048% of 320,000 active; in the data active = inhibition above about 38%;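 also: extracellular domain of Rv3671c used as enzyme; 0% = enzyme with DMSO and 100% = no enzyme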
TcdB inh: TcdB glycohydrolase inhibitors, primary screen, biochemical, single point, plate reader | Toxin B (Clostridioides difficile), P18177 | inhibition, % at 9.99 µM | 0.24% of 350,000 active | TcdB glycohydrolase enzymatic assay; in the data active = inhibition above about 10%
Target sequence (P18177 whole entry, looked up): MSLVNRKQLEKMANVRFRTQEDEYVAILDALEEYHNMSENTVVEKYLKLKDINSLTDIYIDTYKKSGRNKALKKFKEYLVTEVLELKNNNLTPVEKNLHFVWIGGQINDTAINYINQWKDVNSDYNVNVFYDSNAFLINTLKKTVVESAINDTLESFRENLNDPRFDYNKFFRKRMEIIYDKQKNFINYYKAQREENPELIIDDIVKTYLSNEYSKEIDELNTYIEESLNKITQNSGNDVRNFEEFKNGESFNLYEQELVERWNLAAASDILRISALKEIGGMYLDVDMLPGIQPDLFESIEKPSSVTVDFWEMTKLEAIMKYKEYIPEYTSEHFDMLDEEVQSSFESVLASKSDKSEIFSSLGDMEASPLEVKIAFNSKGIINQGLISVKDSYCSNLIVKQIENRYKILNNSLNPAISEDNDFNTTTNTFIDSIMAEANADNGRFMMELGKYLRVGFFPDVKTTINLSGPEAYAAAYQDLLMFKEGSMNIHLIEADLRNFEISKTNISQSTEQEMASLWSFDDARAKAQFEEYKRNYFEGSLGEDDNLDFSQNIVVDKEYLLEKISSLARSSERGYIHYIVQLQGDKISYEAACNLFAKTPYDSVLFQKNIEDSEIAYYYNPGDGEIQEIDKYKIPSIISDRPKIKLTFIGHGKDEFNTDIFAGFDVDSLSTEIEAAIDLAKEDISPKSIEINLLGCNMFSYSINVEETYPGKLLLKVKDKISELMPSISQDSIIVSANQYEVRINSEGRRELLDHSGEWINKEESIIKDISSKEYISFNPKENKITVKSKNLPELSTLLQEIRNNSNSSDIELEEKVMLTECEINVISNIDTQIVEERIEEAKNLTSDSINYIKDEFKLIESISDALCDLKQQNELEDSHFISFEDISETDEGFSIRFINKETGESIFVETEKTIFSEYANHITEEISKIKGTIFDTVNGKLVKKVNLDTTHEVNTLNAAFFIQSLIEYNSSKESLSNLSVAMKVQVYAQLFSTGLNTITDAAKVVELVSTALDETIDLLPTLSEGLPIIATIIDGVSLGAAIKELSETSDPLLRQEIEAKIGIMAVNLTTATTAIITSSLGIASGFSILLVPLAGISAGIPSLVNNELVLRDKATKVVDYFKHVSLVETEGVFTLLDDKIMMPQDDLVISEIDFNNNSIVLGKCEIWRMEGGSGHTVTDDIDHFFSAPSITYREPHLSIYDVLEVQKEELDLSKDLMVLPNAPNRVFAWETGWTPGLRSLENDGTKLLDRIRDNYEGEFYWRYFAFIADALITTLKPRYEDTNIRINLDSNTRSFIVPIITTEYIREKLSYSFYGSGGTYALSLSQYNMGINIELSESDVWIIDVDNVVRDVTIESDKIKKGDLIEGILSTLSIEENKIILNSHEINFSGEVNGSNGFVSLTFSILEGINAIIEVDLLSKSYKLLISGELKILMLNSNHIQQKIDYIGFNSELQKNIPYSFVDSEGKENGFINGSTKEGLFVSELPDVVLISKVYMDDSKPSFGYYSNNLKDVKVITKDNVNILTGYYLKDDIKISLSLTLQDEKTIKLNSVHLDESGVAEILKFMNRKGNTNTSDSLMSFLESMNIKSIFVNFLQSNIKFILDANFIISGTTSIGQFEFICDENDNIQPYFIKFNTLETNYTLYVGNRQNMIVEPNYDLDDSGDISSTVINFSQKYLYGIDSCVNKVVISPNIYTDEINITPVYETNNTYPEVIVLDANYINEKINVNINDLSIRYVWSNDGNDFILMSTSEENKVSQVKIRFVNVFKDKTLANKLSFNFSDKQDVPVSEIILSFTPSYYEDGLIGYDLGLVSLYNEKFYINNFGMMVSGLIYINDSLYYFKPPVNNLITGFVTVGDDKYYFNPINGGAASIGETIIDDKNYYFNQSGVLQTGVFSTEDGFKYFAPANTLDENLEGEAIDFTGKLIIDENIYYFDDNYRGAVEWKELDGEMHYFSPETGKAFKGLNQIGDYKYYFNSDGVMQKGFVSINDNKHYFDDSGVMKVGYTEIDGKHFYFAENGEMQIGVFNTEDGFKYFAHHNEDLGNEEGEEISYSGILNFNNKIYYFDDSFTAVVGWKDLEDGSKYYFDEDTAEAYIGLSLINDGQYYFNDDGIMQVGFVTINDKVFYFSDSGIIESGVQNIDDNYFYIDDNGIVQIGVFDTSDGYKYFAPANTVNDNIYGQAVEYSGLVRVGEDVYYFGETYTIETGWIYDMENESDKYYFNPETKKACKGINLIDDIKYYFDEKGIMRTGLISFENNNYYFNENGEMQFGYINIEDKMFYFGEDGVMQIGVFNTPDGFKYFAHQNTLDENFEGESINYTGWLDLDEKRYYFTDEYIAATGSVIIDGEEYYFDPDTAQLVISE
SSB-PriA inh: inhibitors of Klebsiella pneumoniae PriA binding to SSB C-terminal tail, primary screen, biochemical, AlphaScreen. AlphaScreen SSBct-PriA binding, biotinylated peptide. 0.6% of 430,000 active. inhibition, % at 33 µM; in the data active = inhibition mostly above about 37%, no sharp cut-off; inactive = mostly below about 20%;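 also: plate controls were negative control peptide for no effect and reference peptide for full effect; strong numbers were not always called active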
Anthrax LF inh2: Bacillus anthracis LF protease inhibitors, primary screen, biochemical, multiplex microsphere, MLPCN library | Lethal factor (Bacillus anthracis), P15917 | multiplex microsphere protease cleavage assay | 0.12% of 360,000 active | inhibition, % at 10 µM; in the data active = inhibition above about 30%; also: plate controls were buffer without enzyme for full effect and enzyme alone for no effect
Yp Topo-I inh: Yersinia pestis topoisomerase I inhibitors, primary screen, biochemical, cleavage product accumulation, plate reader, single point; Y. pestis Topo-I cleavage product accumulation; 0.064% of 360,000 active; AID 504884, 2011; activity, % at 10 µM; in the data active = activity above about 50%, passing the limit was not always enough; also: inactives centre near 2
Starred values were filed as active, the others as inactive; i = inactive; / = no result given; & = joins results of further samples. Some of the compounds tested (hit frequency here may not be typical).

item	Compound	SARS 3CLpro inh	MazEF act	DUSP3 inh	PfHsp40 yeast	Vc quorum ag
1	Cc1ccc(-n2c(-c3ccc(Cl)cc3)n[nH]c2=S)cc1	2	-18	5	-0.5	-0.5
2	O=C(O)CN=C1NC2(CCCC2)Cc2ccccc21	1	7	32	-0.8	-0.1
3	COc1cccc(NS(=O)(=O)c2ccc3c(c2)C2C=CCC2C(c2ccc(C(=O)O)cc2)N3)c1 (stereo unspecified)	-2	-1	15	1.8	-0.1
4	C(/C=C/c1ccco1)=N/N1CCN(c2ccccc2)CC1	-6	-13	36	1.3	-0.4
5	O=C(OCCN(C1=NS(=O)(=O)c2ccccc21)c1ccccc1Cl)c1ccc(Cl)cc1	-1	-4	-2	0.1	-0.4
6	CN(C)c1ccc(/C=C/C=C/c2sc3ccccc3[n+]2C)cc1	-1	22	-1	126*	-0.5
7	CC(=O)Nc1ccc(S(=O)(=O)Oc2ccc(C(=S)N3CCCCC3)cc2)cc1	-3	-5	-8	1.3	-1.1
8	N=c1oc2cc(O)ccc2cc1C(=O)Nc1ccc(Br)cc1	3	5	0	-0.8	i

item	Rv3671c protease	TcdB inh	SSB-PriA inh	Anthrax LF inh2	Yp Topo-I inh
1	/	2.2	3	-21	1
2	6	/	4	-4	7
3	20	/	25	3	-12
4	-12	/	/	-4	1
5	-15	/	5	-1	19
6	-29	4.9	40*	/	-20
7	-9	/	-1	0	9
8	0	1.0	-21	-5	-4

Only DUSP3 inh, Vc quorum ag and Yp Topo-I inh, for some of the entries so far:
#	SMILES	DUSP3 inh	Vc quorum ag	Yp Topo-I inh
8	N=c1oc2cc(O)ccc2cc1C(=O)Nc1ccc(Br)cc1	0	i	-4
7	CC(=O)Nc1ccc(S(=O)(=O)Oc2ccc(C(=S)N3CCCCC3)cc2)cc1	-8	-1.1	9

(next part)
item	Compound	SARS 3CLpro inh	MazEF act	DUSP3 inh	PfHsp40 yeast	Vc quorum ag
9	NC(=O)c1ccc(NC(=O)CS(=O)(=O)c2cn(CC(=O)N3CCCC3)c3ccccc23)cc1	6	0	61	-1.1	5.3
10	CCn1c(N)c(C(=O)NCCOC)sc1=S	1	-6	24	0.0	-0.2
11	N#CCc1ccc(NC(=O)c2ccc(S(=O)(=O)N3CCCC3)cc2)cc1	-4	-12	-3	-1.7	-0.4
12	CCn1c(=O)cc(SCC(=O)Nc2cccc(SC)c2)c2ccccc21	7	-7	-6	1.0	i
13	Cc1ccc(-c2cc(C(=O)Nc3cnn(C(C)C)c3)no2)cc1	-8	8	-5	-0.5	0.3
14	CCOC(=O)c1sc(NC(=O)C2CC(=O)N(c3ccccc3C)C2)nc1C (stereo unspecified)	-1	9	36	-1.3	-0.2
15	CCOC(=O)C1CCN(C(=O)c2cccc(NS(=O)(=O)c3ccc(F)c(F)c3)c2)CC1	1	8	2	-1.2	-0.2
16	CC(=O)NC(Cc1ccc(N(CCCl)CCCl)cc1)C(=O)O (stereo unspecified)	0	5	13	0.3	1.5

item	Rv3671c protease	TcdB inh	SSB-PriA inh	Anthrax LF inh2	Yp Topo-I inh
9	1	1.0	-4	-1	-5
10	-6	/	-10	2	5
11	0	0.8	-2	0	6
12	-7	/	-8	5	-2
13	-13	/	-7	0	3
14	4	0.6	-20	7	9
15	-10	0.7	-3	5	15
16	-1	0.1	5	-8	10

Three compounds already listed, sorted by molecular weight, high to low:
item	Compound	SARS 3CLpro inh	MazEF act	DUSP3 inh	PfHsp40 yeast	Vc quorum ag
15	CCOC(=O)C1CCN(C(=O)c2cccc(NS(=O)(=O)c3ccc(F)c(F)c3)c2)CC1	1	8	2	-1.2	-0.2
12	CCn1c(=O)cc(SCC(=O)Nc2cccc(SC)c2)c2ccccc21	7	-7	-6	1.0	i
16	CC(=O)NC(Cc1ccc(N(CCCl)CCCl)cc1)C(=O)O (stereo unspecified)	0	5	13	0.3	1.5

item	Rv3671c protease	TcdB inh	SSB-PriA inh	Anthrax LF inh2	Yp Topo-I inh
15	-10	0.7	-3	5	15
12	-7	/	-8	5	-2
16	-1	0.1	5	-8	10

Further structures:
item	Compound	SARS 3CLpro inh	MazEF act	DUSP3 inh	PfHsp40 yeast	Vc quorum ag
17	CSc1nsc(SC)c1C(=O)OCC(F)(F)F	-7	-9	12	0.5	-0.9
18	CC(C)[C@H](NC(=O)c1ccc(F)cc1)C(=O)OCC(=O)NC(=O)c1cccn1C	1	-14	21	-0.2	-0.4
19	CC1CCCC(C)N1CCCNC(=O)c1ccc2nc(N3CCOCC3)sc2c1 (stereo unspecified)	-2	3	25	0.9	2.2
20	CCOC(=O)c1cnc2ccc(OC)cc2c1NCc1ccccc1	2	2	13	0.1	-0.2
21	Cc1cc2c(n1-c1ccc(C(N)=O)cc1)CC(C)(C)CC2=O	-3	2	9	0.2	-1.2
22	COC(=O)c1ccc(C23CC4(C2)[C@H](CN(Cc2ccc(-c5ccccc5)cc2)[C@@H]4c2ccccc2)C3c2ccc(Cl)nc2)cc1 (stereo partly specified)	/	-19	11	/	/
23	CCOC(=O)C1(Cc2cccc(Cl)c2)CCCN(C(=O)c2cn[nH]c2)C1 (stereo unspecified)	6	6	-12	0.5	i
24	C[C@H](CO)N1C[C@H](C)[C@@H](CN(C)C(=O)NC2CCCCC2)Oc2c(NS(=O)(=O)c3ccccc3)cccc2C1=O	/	-2	/	0.9	i

item	Rv3671c protease	TcdB inh	SSB-PriA inh	Anthrax LF inh2	Yp Topo-I inh
17	1	/	-19	-4	-8
18	2	-0.1	1	0	-4
19	-4	0.3	-16	0	-2
20	1	1.6	-10	4	5
21	-1	-0.7	3	-2	-4
22	-8	-4.4	-6	/	/
23	-2	0.8	-9	1	17
24	-17	-0.1&0.6	-4	-1	-4

Next part
item	Compound	SARS 3CLpro inh	MazEF act	DUSP3 inh	PfHsp40 yeast	Vc quorum ag
25	Cc1cc(C(=O)CN2C(=O)NC3(CCCc4sccc43)C2=O)c(C)n1-c1ccc(Cl)cc1 (stereo unspecified)	-3	1	3	0.7	-0.5
26	C=CCOc1cccc(/C=N/NC(=O)CN2CCCCC2)c1	0	-2	6	0.8	i
27	O=C(CN1CCN(c2ccccn2)CC1)Nc1cccc(S(=O)(=O)N2CCCC2)c1	5	-16	-10	0.4	/
28	COC(=O)/C=C1\SC(=Nc2ccccc2)NC1=O	-1	5	2	-0.4	i
29	COc1ccc(C2C(C(C)=O)=C(O)C(=O)N2c2ccc(Br)cc2)cc1 (stereo unspecified)	6	-7	25	-0.9	i
30	COc1ccccc1-c1cc(C(F)(F)F)nc(S(=O)(=O)CCCC(=O)Nc2cccnc2Cl)n1	11	-3	23	3.1	-0.8
31	O=C(NCCS(=O)(=O)N1CCN(c2ccccc2F)CC1)c1ccc2c(c1)OCO2	/	2	/	-0.5	i
32	O=C(NCc1ccc2c(c1)OCO2)c1cc2ccccc2oc1=O	-2	5	9	-0.7	/

item	Rv3671c protease	TcdB inh	SSB-PriA inh	Anthrax LF inh2	Yp Topo-I inh
25	-2	0.8	7	-4	29
26	2	0.4	/	7	1
27	-2	-1.0	-13	2	-4
28	1	/	0	-8	1
29	0	1.0	-15	4	-8
30	/	/	-2	-3	28
31	8	1.9	0	/	9
32	3	/	-5	-2	-3

Additional results
item	Compound	SARS 3CLpro inh	MazEF act	DUSP3 inh	PfHsp40 yeast	Vc quorum ag
33	Cc1ccccc1OCC(=O)N/N=C/c1cccn1C	-5	-2	7	-0.8	i
34	CN(c1ccc(F)cc1)S(=O)(=O)c1ccc(Cl)c(C(=O)NC2(C)CCS(=O)(=O)C2)c1 (stereo unspecified)	/	1	/	-0.6	-2.1
35	CN1CCN(c2ccc(NC(=O)CSc3nnnn3-c3ccccc3F)cc2)CC1	5	1	2	-1.7	-0.2
36	Cc1nn(C)c2ncc(C(=O)c3cc(F)ccc3O)cc12	6	1	12	0.3	i
37	Cc1ccccc1CNC(=O)c1ccc(Cl)c([N+](=O)[O-])c1	5	5	-5	1.1	-0.1
38	COCCn1nnnc1SCC(=O)N1CCCCC1	2	-5	0	-1.2	i
39	Clc1ccc(CNC2CCCC2)c(Cl)c1	1	-2	43	-0.1	1.9
40	COc1ccc(NC(=O)CSc2nnc3ccc(-c4ccncc4)nn23)cc1OC	3	3	22	-0.8	-2.0

item	Rv3671c protease	TcdB inh	SSB-PriA inh	Anthrax LF inh2	Yp Topo-I inh
33	3	1.7	/	-1	8
34	-1	1.7	1	-1	-6
35	6	0.8	-2	-2	-8
36	-4	/	-12	-2	3
37	-5	/	-3	-3	-12
38	0	/	-3	0	-7
39	2	/	-4	-1	1
40	-2	1.6	-6	-4	8

The listing continues:
item	Compound	SARS 3CLpro inh	MazEF act	DUSP3 inh	PfHsp40 yeast	Vc quorum ag
41	Nc1c(N(Cc2ccco2)C(=O)COc2ccccc2Cl)c(=O)[nH]c(=O)n1Cc1ccccc1	/	1	/	1.2	i
42	Cc1cc(NC(=O)CCl)nn1C	2	-7	24	-0.5	-0.5
43	CC(=O)N/C(=C\c1ccc(Br)s1)C(=O)O	-1	-9	16	2.1	-0.5
44	Cc1nc(Cl)sc1C(=O)Nc1cccc(C(F)(F)F)c1	/	3	/	0.3	-0.7
45	O=C(Nc1cccc(Cl)c1)OCc1cn(-c2ccc(Cl)cc2)nn1	-8	6	16	0.5	-2.1
46	CCC(=O)Nc1nnc(S(=O)(=O)N2CCCC2)s1	-1	5	-2	-0.7	/
47	Cc1ccnc(N2C3CCC2CC(O)(c2ccccc2)C3)n1 (stereo unspecified)	0	8	34	0.3	i
48	O=C1CN(C(=O)COC(=O)c2ccc(N3CCCCCC3)c([N+](=O)[O-])c2)c2ccccc2N1	3	-4	-12	0.0	i

item	Rv3671c protease	TcdB inh	SSB-PriA inh	Anthrax LF inh2	Yp Topo-I inh
41	-3	1.5	-1	5	1
42	-4	-5.8	-5	1	1
43	-8	/	3	-6	4
44	/	1.7	-17	18	-3
45	5	/	-17	-3	6
46	3	2.0	1	-3	3
47	3	-0.2	-16	-3	2
48	-13	2.0	29	-1	27

Additional records follow.
item	Compound	SARS 3CLpro inh	MazEF act	DUSP3 inh	PfHsp40 yeast	Vc quorum ag
49	CCCCSc1cc(=O)n(-c2ccccc2)nc1C(=O)OCC	1	2	7	1.2	i
50	CCCC(=O)NC(=S)Nc1ccc(CN2CCOCC2)cc1	3	3	13	-0.6	-0.7
51	c1ccc(OCCOCCN2CCN(C(c3ccccc3)c3ccccc3)CC2)cc1	0	-9	17	1.4	-0.2
52	Nc1nc(CSC(=S)N2CCCCC2)nc(Nc2ccccc2)n1	5	9	7	-1.3	i

item	Rv3671c protease	TcdB inh	SSB-PriA inh	Anthrax LF inh2	Yp Topo-I inh
49	-3	/	2	0	-6
50	6	2.0	-13	2	-11
51	3	0.5	0	-3	10
52	-3	0.8	2	-1	5
